GLS inh: blocks human kidney-isoform glutaminase activity; GLS enzymatic activity, qHTS titration; Potency, µM (series often up to 45.5 µM), for the others: top-dose activity change, negative = inhibition, most hits filed as inhibitors; O94925; AID 624170; 410,000 tested, 0.21% active; also: potency is read from the fitted curve at half-maximal effect; % is scaled to controls: 0 for no effect and ±100 for the full control effect
Target sequence (O94925 whole entry, looked up, canonical isoform): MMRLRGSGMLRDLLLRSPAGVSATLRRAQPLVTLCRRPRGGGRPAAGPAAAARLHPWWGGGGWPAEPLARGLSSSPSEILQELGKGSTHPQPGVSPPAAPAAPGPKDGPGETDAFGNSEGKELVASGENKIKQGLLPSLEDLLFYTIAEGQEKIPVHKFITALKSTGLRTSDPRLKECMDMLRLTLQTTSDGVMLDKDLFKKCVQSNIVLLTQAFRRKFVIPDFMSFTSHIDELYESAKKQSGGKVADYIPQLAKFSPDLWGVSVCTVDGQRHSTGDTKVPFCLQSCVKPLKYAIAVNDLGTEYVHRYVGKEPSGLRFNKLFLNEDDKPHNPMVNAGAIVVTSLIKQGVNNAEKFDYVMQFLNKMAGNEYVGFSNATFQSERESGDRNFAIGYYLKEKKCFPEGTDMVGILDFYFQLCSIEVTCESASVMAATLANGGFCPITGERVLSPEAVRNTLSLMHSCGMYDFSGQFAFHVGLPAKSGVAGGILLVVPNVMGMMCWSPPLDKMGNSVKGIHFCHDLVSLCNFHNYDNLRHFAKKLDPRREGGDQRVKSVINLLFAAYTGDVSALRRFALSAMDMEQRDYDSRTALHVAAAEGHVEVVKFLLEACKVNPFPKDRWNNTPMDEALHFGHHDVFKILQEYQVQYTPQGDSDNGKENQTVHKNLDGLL
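hKGA; 45 mM KH2PO4 pH 8.2 + 0.02% Tween-20; cpd via pin tool; 1 mM Gln soln; GluOx/HRP/Amplex Red; RT 30 min; fluor. t0 & final.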
Pin1 inh: inhibitors of human Pin1; Q13526; Pin1 FP peptide displacement, HiFluor488, 10 min; Potency, µM (top dose mostly 115 µM), without a hit: at the top dose activity, negative = inhibition, hits mostly inhibitors; 390,000 tested, 0.009% active; AID 504891; active = well fitted inhibition curve with a large enough effect in the polarisation, with a control signal flat, not every such curve was filed as active; inconclusive = small, poorly fitted or top-dose-only effect, or effect the other way, or a change in a side signal; inactive = no such curve, though single readings can be large or run the other way; the % refers to the polarisation; also: potency is read from the fitted curve at half-maximal effect; % is scaled to controls: 0 for no effect and ±100 for the full control effect
Target sequence (Q13526 whole entry, looked up): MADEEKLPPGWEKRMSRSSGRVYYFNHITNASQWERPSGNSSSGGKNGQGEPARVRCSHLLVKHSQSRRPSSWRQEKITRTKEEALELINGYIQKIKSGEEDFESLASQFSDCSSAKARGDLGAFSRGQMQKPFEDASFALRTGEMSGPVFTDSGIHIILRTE
PI4K2A inh: PI4K2A (human) kinase inhibition; activity change, negative = inhibition, % at 76.9 µM; Q9BTU6; 420,000 tested, 0.13% active; purified PI4K2A, ADP-Glo luminescence, 1 h; active compounds read low; in the data active = activity change below about -50%; inconclusive = mostly about -30% to -49%;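 also: -100% = wells without enzyme as full effect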
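PI4K2A activity was measured by ADP-Glo luminescence: enzyme (4 ug/mL stock) and phosphatidylinositol (1.2 mM stock) in Tris pH 7.5/MgCl2/EGTA/Triton X-100 buffer were reacted with ATP (300 microM stock) for one hour at ambient temperature.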
HP1b binding inh: inhibitors of HP1-beta chromodomain binding to methylated histone tails; P83916; AlphaScreen HP1-beta / biotin-H3K9me3 peptide binding; Potency, µM (titrated, usually from 114 µM), for inactives: at the highest dose activity change, negative = inhibition, hits mostly inhibitors; 390,000 tested, 0.56% active; also: potency is read from the fitted curve at half-maximal effect; nearly all actives have a fitted effect of over 70% in size; inactives centre near 23
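HP1-beta protein (50 nM final) preincubated 30 min at room temperature with biotinylated H3(1-18)K9me3 peptide (50 nM) in PBS pH 7.4, 0.01% Tween-20, then compound added for 30 min. AlphaScreen streptavidin donor/nickel chelate acceptor beads (10 ug/mL final), 30 min dark, luminescence read.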
JMJD2A Tudor: blocks the human JMJD2A Tudor domain; Potency, µM (series often up to 114 µM), for inactives: at the top dose activity change, negative = inhibition, actives largely listed as inhibitors; O75164; AlphaScreen JMJD2A-Tudor / H3K4me3 peptide binding; 390,000 tested, 4.4% active; also: potency is read from the fitted curve at half-maximal effect; % is scaled to controls: 0 for no effect and ±100 for the full control effect; nearly all actives have a fitted effect of over 50% in size
Tb PGK inh: blocks T. brucei phosphoglycerate kinase | 380,000 tested, 0.043% active | AID 602233 | PGK/GAPDH coupled, Kinase-Glo luminescence, 60 min | P07378 | Potency, µM (doses to about 57.5 µM), without a hit: at the top dose activity change, negative = inhibition, usual class: inhibitors; also: potency is read from the fitted curve at half-maximal effect; % is scaled to controls: 0 for no effect and ±100 for the full control effect; nearly all actives have a fitted effect of over 60% in size
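Luminescent ATP detection (Kinase-Glo Plus) follows a 60-minute room-temperature incubation, with wells lacking PGK as controls. Buffer: 100 mM TEA (pH 7.6), 5 mM MgCl2, 0.01% Tween-20. Coupling enzyme GAPDH (100 nM final) supplies unstable 1,3-BPG in-well.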
G9a inh: G9a (human) methyltransferase inhibition | G9a H3K9 monomethylation, AlphaScreen, 2 h | Potency, µM (series often up to 102 µM), without a hit: top-dose activity, negative = inhibition, most hits filed as inhibitors | 350,000 tested, 8.8% active | AID 504332; also: potency is read from the fitted curve at half-maximal effect; % is scaled to controls: 0 for no effect and ±100 for the full control effect; nearly all actives have a fitted effect of over 75% in size
Target sequence (Q96KQ7 913-1193 limits assumed): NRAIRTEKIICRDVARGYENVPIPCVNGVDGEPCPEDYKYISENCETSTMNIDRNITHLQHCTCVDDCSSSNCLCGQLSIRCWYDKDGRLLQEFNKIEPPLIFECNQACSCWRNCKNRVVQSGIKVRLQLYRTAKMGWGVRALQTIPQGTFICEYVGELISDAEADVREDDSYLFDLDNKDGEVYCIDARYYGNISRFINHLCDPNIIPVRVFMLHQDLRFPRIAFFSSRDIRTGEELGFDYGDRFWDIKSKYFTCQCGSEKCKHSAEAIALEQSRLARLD
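Methyltransferase reactions run at room temperature for 2 h (20 nM enzyme, 500 nM biotin-H3K9 peptide, 20 uM SAM) after a 15 min compound preincubation; product detected by AlphaScreen beads and anti-H3K9me1 antibody.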
POLH inh: blocks human DNA polymerase eta activity. Q9Y253. recombinant Pol eta, fluorescent DNA replication assay. Potency, µM (highest dose often 114 µM), without a hit: at the top dose activity change, negative = inhibition, hits mostly inhibitors. 390,000 tested, 1.2% active; also: potency is read from the fitted curve at half-maximal effect; % is scaled to controls: 0 for no effect and ±100 for the full control effect
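Pol eta (10 nM) was preincubated with compounds for 15 min at room temperature, after which fluorescent replication substrate (50 nM final) was added to start the reaction. Fluorescence was read kinetically at 0 and 10 min.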
BAZ2B block: blocks human BAZ2B; Q9UIF8; AlphaScreen BAZ2B-H3K14Ac peptide displacement; Potency, µM (top dose mostly 114 µM), inactives show at the top dose activity change, negative = inhibition, most hits filed as inhibitors; 360,000 tested, 4.4% active; AID 504333; also: potency is read from the fitted curve at half-maximal effect; % is scaled to controls: 0 for no effect and ±100 for the full control effect; nearly all actives have a fitted effect of over 60% in size
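Inhibition is scored as reduced AlphaScreen emission. The BAZ2B/b-H3(5-23)K14Ac complex (50 nM each) in PBS pH 7.4, 0.01% Tween-20 meets compound (up to 110 uM) for 30 min at RT before bead addition.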
An asterisk follows results filed as active; i = inactive; u = inconclusive; x = no result given; [ ] = dose if it differs, or a comment. Unless noted, calls follow the shape of the dose curve; as a rule, active = well fitted curve in the direction sought with a large enough effect; inconclusive = small, poorly fitted or top-dose-only effect, or another doubt; inactive = no such curve, though single readings can be large; an effect the other way counts as inactive or inconclusive.

SMILES	GLS inh	Pin1 inh	PI4K2A inh	HP1b binding inh	JMJD2A Tudor	Tb PGK inh	G9a inh	POLH inh	BAZ2B block
Cc1ccc(-n2c(/C=C\c3ccc(F)c(F)c3)nc3ccccc3c2=O)c(C)c1	8%	3%	-1	16%	-17%	i	12%[59 µM]	-17%	2%
COc1cccc(CC(=O)N2CCN(Cc3cccc(Cl)c3)CC2)c1	4%	3%	3	16%	-16%	-11%	-17%	-20%	-14%
CCC(=NCCO)c1c(O)n(-c2ccc(Cl)cc2)c(=O)[nH]c1=O	-4%	2%	2	6%	-12%	-3%	-19%	-10%	-3%
CCCNC(=O)c1c(N)n(Cc2ccco2)c2nc3ccccc3nc12	2%	u	-15	50%	31%	i	u	-23%	9%
CCOC(=O)c1cc(C(O)(C(=O)OC)C(F)(F)F)c(/N=C/N(C)C)o1 (stereo not drawn)	2%	-16%	-3	2%	-4%	-2%	10%	6%	-4%
O=C(NC(=O)c1c(F)cccc1F)Nc1cc(Cl)c(F)c(Cl)c1F	9%	0%	3	26%	-9%	-6%	-3%[2.33 µM]	8%	1%
C/C=C(\C)C(=O)N[C@@H](c1ccccc1)[C@@H](O)C(=O)O[C@H]1C[C@@]2(O)[C@@H](OC(=O)c3ccccc3)C3[C@](C)(C(=O)[C@H](O)C(=C1C)C2(C)C)[C@@H](O)C[C@H]1OC[C@@]31OC(C)=O (stereo partly drawn)	-3%	0%	3	45%[activator]	-16%	i	13%[12.7 µM]	-12%	-19%
Cn1c(=O)oc2cc(S(=O)(=O)N3CCCC(C(=O)Nc4ccccn4)C3)ccc21 (stereo not drawn)	-4%	-1%	-4	45%[activator]	1%	-6%	10%	-2%	3%
CCOc1cc(/C=C2\C(=O)NC(=O)N(CCc3ccc(F)cc3)C2=O)ccc1O	-8%	u	u	27%	-4%	-3%	40µM*	-9%	-17%
CCC1(CC)C(=O)NC(=O)N(c2ccccc2)C1=O	2%	-6%	-3	27%	-7%	4%	x	-6%	x

Results in BAZ2B block, for some of the entries so far:
smiles	BAZ2B block
Cn1c(=O)oc2cc(S(=O)(=O)N3CCCC(C(=O)Nc4ccccn4)C3)ccc21 (stereo not drawn)	3%
C/C=C(\C)C(=O)N[C@@H](c1ccccc1)[C@@H](O)C(=O)O[C@H]1C[C@@]2(O)[C@@H](OC(=O)c3ccccc3)C3[C@](C)(C(=O)[C@H](O)C(=C1C)C2(C)C)[C@@H](O)C[C@H]1OC[C@@]31OC(C)=O (stereo partly drawn)	-19%

More results:
SMILES	GLS inh	Pin1 inh	PI4K2A inh	HP1b binding inh	JMJD2A Tudor	Tb PGK inh	G9a inh	POLH inh	BAZ2B block
COc1ccc(CN2CC=C(c3ccc(F)cc3)CC2)cc1Br	-3%	2%	-1	88%[activator]	-16%	-4%	21%	-17%	-29%
COc1ccc(F)cc1C(=O)C1CCCN(Cc2ccc(O)cc2)C1 (stereo not drawn)	1%	3%	0	17%	-10%	9%	x	-1%	10%
CC(=O)Cc1ccc(OC(C)C)cc1	-7%	-4%	-2	15%	-17%	-5%	-1%	-9%	3%
CC1CN(C(=O)CCC(=O)N2CCC3(CC2)OCCO3)c2cc(Cl)ccc2O1 (stereo not drawn)	4%	6%	1	45%[activator]	-9%	2%	x	8%	-6%
O=C(CSC(=S)N1CCCC1)N/N=C/c1c(O)[nH]c(=S)[nH]c1=O	15%	13%	-1	33%	56µM*	-3%	x	-8%	x
Cc1cc(Oc2cc(NN3CCCCC3)c([N+](=O)[O-])cc2[N+](=O)[O-])ccc1[N+](=O)[O-]	13%	-2%	-7	-20%	18µM*	-11%	7.1µM*	-11%	50µM*
Clc1ccc(N2CCNCC2)nn1	1%	2%	2	31%	-16%	5%	-30%	-7%	-1%
CC(=NCCCn1ccnc1)c1c(O)n(-c2ccccc2)c(=O)[nH]c1=O	-9%	0%	-2	19%	4%	i	1%	-13%	-6%
CCc1n[nH]c(=S)n1/N=C/c1c(C)nn(-c2ccccc2)c1Cl	20%	1%	2	35%	u	3%	1.8µM*	-18%	-4%
Cc1ccc(Sc2c(C)[nH]n(C(C)(C)C)c2=O)cc1	8%	-8%	2	-17%	u	-5%	24%[59 µM]	5%	-11%
COc1ccc(-c2nc(CS(=O)CC(=O)N3CCC4(CC3)OCCO4)c(C)o2)cc1 (stereo not drawn)	x	4%	6	45%[activator]	9%	5%	-4%[12.7 µM]	0%	-6%
CCC(=Nc1ccc(OC)cc1OC)c1c(O)[nH]c(=O)[nH]c1=O	6%	-2%	0	7%	-13%	-2%	-14%	3%	-9%
NNC(=O)c1ccc(Cl)cc1	18%	0%	2	40%[activator]	-2%	-10%	-15%[59 µM]	-8%	-26%
Cc1ccc(N2C(=O)NC(=O)C(CCc3ccccn3)(Cc3ccc(F)cc3)C2=O)cc1 (stereo not drawn)	-12%	-7%	5	39%[activator]	5%	i	-1%	-12%	-15%
CC(=O)c1ccc2c(c1)OCO2	-7%	-2%	3	35%	-12%	-5%	-46%	-17%	-1%
COC(=O)C1=C(c2cccc(OC)c2OC)C[C@@H]2CC[C@H]1N2C(=O)NCCS(C)=O (stereo partly drawn)	-4%	0%	-1	63%[activator]	-13%	i	x	-12%	x
CN1CCN(Cc2nc3ccccc3c(=O)[nH]2)CC1	2%	-5%	-2	15%	-11%	-8%	u	-3%	-25%
CC1=C(C(=O)O)N2C(=O)C(NC(=O)c3nn(C)cc3[N+](=O)[O-])C2SC1 (stereo not drawn)	19%	-12%	-12	3%	u	-9%	3.5µM*	-10%	50µM*
Cc1cc(C)cc(N2C(=O)NC(=O)/C(=C/c3cccn3-c3ccc(Cl)cc3)C2=O)c1	-3%	23%	-24	41%[activator]	-3%	-6%	32µM*	79µM*	-10%
c1ccc(C2(N3CCCCC3)CCCCC2)cc1	-3%	-13%	-2	42%[activator]	-27%	i	x	-7%	x
O=C(Cc1ccccc1)N1CCN(Cc2ccccc2Cl)CC1	4%	0%	0	u	18µM*	-6%	45µM*	-6%	20µM*
C=CCN=C(SCC(=O)c1ccc(Cl)cc1)c1c(O)n(C)c(=O)n(C)c1=O	0%	0%	1	4%	-14%	-4%	23%	-11%	-20%
C1=C(CCNCc2ccccc2)CCCC1	-18%	-3%	7	5%	-25%	-5%	-3%[59 µM]	-14%	-2%
ClC1=C(Cl)C2(Cl)C3C(Cl)C=CC3C1(Cl)C2(Cl)Cl (stereo not drawn)	-2%	4%	0	99%[activator]	30%	2%	8%[0.501 µM]	-19%	28%
CC(c1nc2ccccc2c(=O)[nH]1)N(C)CCOc1ccc(Cl)cc1 (stereo not drawn)	1%	-1%	-7	43%[activator]	-15%	-2%	34%[activator]	-10%	-14%
O=C1CC(C(=O)N2CCC3(CC2)OCCO3)CN1CCc1ccccc1 (stereo not drawn)	8%	2%	-6	29%	14%	i	9%[59 µM]	-9%	-3%
Nc1ccc(Cc2ccc(N)cc2)cc1	20%	6%	7	8%	-13%	-7%	x	-16%	x
Cc1cc(C)n2nc(C)[n+](C)c2n1	6%	2%	-1	22%	-27%	i	-35%[59 µM]	3%	10%
Cc1cccc(Cn2cccc(C(=O)Nc3ccc(F)cc3F)c2=O)c1	-11%	7%	5	26%	1%	-10%	6%[59 µM]	-8%	1%
CCc1cccc(NC(=O)c2ccc(NC(=O)N3CCSc4ncccc43)cc2)c1	4%	u	3	30%	-3%	i	-27%[59 µM]	-9%	-18%
Clc1ccc2c(c1)C(OC1CN3CCC1CC3)c1ccccc1CS2 (stereo not drawn)	-11%	0%	5	-19%	u	-4%	u	-17%	u
CCCCCn1c(=O)c(C(=O)Nc2ccccc2S(N)(=O)=O)c(O)c2ccccc21	4%	13%	3	29%	-6%	-4%	-3%	-9%	-5%
Cc1c(N=Cc2c(O)n(C3CCCCC3)c(=O)[nH]c2=O)c(=O)n(-c2ccccc2)n1C	19%	u	-7	35%	-9%	-4%	u	-1%	4%
COc1ccc(-n2c(O)c(C(C)=Nc3ccc4c(c3)CCC4)c(=O)[nH]c2=O)cc1	1%	5%	7	31%	-6%	3%	-23%	-17%	-7%
CCN(CC)C(=O)c1ccc(NC(=O)c2cn(-c3ccccc3)nc2-c2ccc(OC)cc2)cc1	-9%	14%	2	32%	-21%	-3%	5%	-26%	-25%
CCOC(=O)C1=CC(=C2C(=O)N(CC)C(=S)N(CC)C2=O)c2ccccc2O1	-6%	25%	-1	u	-26%	-7%	25µM*	-17%	u
COc1ccc2c(c1)-c1nc(NC(=O)c3ccc(Cl)cc3)sc1CC2	-1%	15%	2	43%[activator]	-3%	i	-28%[59 µM]	-14%	4%
CN1CCN(c2ccc([N+](=O)[O-])c(N3CCCCC3)c2)CC1	0%	4%	3	26%	-33%	-1%	56µM*	-12%	u
c1cncc(CNC2CCCCC2)c1	-14%	-11%	3	35%	-9%	-4%	6%	-9%	0%
C[C@H]1CC[C@H]2NCCN[C@H]2C1	25%	-1%	-1	21%	-6%	-5%	x	8%	1%
NCC(CC(=O)O)C1CCCCC1 (stereo not drawn)	5%	-2%	-3	9%	-13%	-5%	-9%[59 µM]	5%	6%
Cc1ccc(C(=O)Nc2ccccc2)cc1S(=O)(=O)N1CCCC1	6%	-7%	-5	51%[activator]	2%	-1%	0%[59 µM]	-15%	5%
C#CCN1CCN(c2ccc(F)cc2)CC1	2%	-4%	-9	18%	-17%	-2%	24%[12.7 µM]	-14%	-7%
OC1(c2ccccc2)CCNC2CCCCC21 (stereo not drawn)	-2%	-3%	6	33%	-19%	-3%	u	-7%	-21%
Cc1cc(=O)oc2cc(Oc3ccc([N+](=O)[O-])cc3C(F)(F)F)ccc12	-8%	3%	-5	-2%	u	-5%	x	-1%	x

Compound activity from PubChem BioAssay.

These rows are one share of the data; count on the stated rates, not on these rows.
